Source: PubChem BioAssay (several laboratories)
proKLK7 act = proKLK7 (human) activation, primary screen; activation, % at 7 µM; AID 652039; 370,000 compounds, 0.9% hits; purified proKLK7, EDANS-DABCYL substrate fluorescence; 100% is mature enzyme control, 0% vehicle;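 active = activation above the mean of all tested compounds plus 3 SD, computed per campaign excluding outliers beyond control limits, cut at about 13% in these data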
Target sequence (P49862 whole entry, looked up): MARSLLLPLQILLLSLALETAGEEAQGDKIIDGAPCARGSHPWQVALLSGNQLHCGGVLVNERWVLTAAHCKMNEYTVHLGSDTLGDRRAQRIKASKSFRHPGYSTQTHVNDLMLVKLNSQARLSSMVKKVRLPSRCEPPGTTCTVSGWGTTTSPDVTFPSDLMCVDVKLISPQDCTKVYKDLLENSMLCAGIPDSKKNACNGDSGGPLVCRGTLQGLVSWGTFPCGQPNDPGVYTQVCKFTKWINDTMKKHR
NPR1 activator = GC-A (human) enzyme activation; P16066; HEK293 GC-A cells, cGMP TR-FRET, EC30 ANP; 0% at EC30 ANP, 100% saturating ANP; activation, % at 10 µM; 370,000 compounds, 0.14% hits; in the data active = activation above about 40%
hgDAF-12 ag = hgDAF-12 agonism, primary luciferase screen | HEK293 GAL4-hgDAF12 UAS-luciferase reporter, agonist luminescence; normalized to butyrate control | activation, % at 6.8 µM | 370,000 compounds, 1.8% hits | AID 687014;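 active = activation above a cutoff set at the mean of all screened compounds plus 3 SD, cut at about 10% in these data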;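 also: 0% = DMSO wells and 100% = sodium butyrate wells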
SMARCA2 activ = SMARCA2 function activation, primary screen. MG213 cells, MMTV-luciferase reporter, dexamethasone, overnight. activation, % at 9.1 µM. 370,000 compounds, 1% hits; in the data active = activation above about 7.8%;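 also: 0% = vehicle wells and 100% = reference activator wells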
ssDAF12 agonist = activators of S. stercoralis DAF-12 nuclear receptor; 370,000 compounds, 1% hits; HEK293 ssDAF-12/GRIP1 lit1-tk-luc reporter, luminescence; % of 3 µM dafachronic acid response; AID 652126; activation, % at 6.8 µM;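 active = activation above the mean over all tested compounds plus 3 SD, cut at about 0.9% in these data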;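 also: 0% = DMSO-only wells and 100% = 3 µM delta7-dafachronic acid wells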
HGIII-sPLA2 inh = Blocks human group III sPLA2 activity; Q9NZ20; QFRET BODIPY PC-A2 liposome hydrolysis, fluorescence; inhibition, % at 12.2 µM; 370,000 compounds, 0.56% hits;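 active = inhibition above mean plus 3 SD of compounds lying within the high and low control bounds, cut at about 19% in these data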;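 also: 0% = median of test compound wells and 100% = no enzyme DMSO wells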
Target sequence (Q9NZ20 whole entry, looked up): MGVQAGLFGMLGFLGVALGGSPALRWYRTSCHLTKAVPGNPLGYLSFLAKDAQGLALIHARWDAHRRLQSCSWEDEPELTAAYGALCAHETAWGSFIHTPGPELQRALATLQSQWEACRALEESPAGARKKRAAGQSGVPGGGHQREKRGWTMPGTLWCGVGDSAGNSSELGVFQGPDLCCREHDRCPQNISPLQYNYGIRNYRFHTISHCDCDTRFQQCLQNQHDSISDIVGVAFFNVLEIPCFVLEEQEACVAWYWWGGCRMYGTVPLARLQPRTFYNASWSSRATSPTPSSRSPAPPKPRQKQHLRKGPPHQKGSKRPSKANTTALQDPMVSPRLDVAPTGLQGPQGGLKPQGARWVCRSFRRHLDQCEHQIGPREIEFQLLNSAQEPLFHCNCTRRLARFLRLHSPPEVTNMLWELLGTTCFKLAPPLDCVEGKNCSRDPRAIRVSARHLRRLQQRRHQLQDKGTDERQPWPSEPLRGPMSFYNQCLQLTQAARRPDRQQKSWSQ
hcDAF-12 act = H. contortus DAF-12 activation, primary screen | HEK293 hcDAF-12 lit1-tk-luc reporter, luminescence; 0% DMSO, 100% Δ7-dafachronic acid | activation, % at 6.8 µM | 370,000 compounds, 1.4% hits;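 active = activation above the mean of all tested compounds plus 3 SD, cut at about 5.5% in these data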;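 also: 100% = response to 3 µM Δ7-dafachronic acid high control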
DAX1 inh-1 = blocks DAX1 repression of SF-1 activated StAR promoter. HEK293T StAR-luciferase reporter, SF-1/DAX-1 repression relief. inhibition, % at 6.8 µM. 370,000 compounds, 1.1% hits. AID 652010;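 active = inhibition above the mean over all tested compounds plus 3 SD, cut at about 3.6% in these data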;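 also: 0% = DAX-1 cells with DMSO and 100% = cells lacking DAX-1 with DMSO; higher inhibition means more luminescence from relief of DAX-1 repression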
GAA850 FXN act = increases GAA850 frataxin promoter reporter activity; HEK293 lucGAA850 FXN promoter luciferase reporter, 24 h; percent of 10 µM SAHA response; activation, % at 6 µM; 360,000 compounds, 0.56% hits;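 active = activation above the average of all compounds screened plus 3 SD, cutoff fixed separately per campaign, cut at about 7.5% in these data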;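 also: 0% = DMSO wells and 100% = 10 µM SAHA wells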
GC-B act = GC-B (human) receptor activation; HEK293-GC-B cells, CNP EC30, cGMP TR-FRET; 0% at EC30 CNP, 100% saturating CNP; 370,000 compounds, 0.11% hits; activation, % at 10 µM;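 active = activation at 10 µM reaching about 35% in either raw or pattern-adjusted values, limit read from the data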
DAX1 inh-2 = inhibits human nuclear receptor DAX1. HEK293 Gal4-DAX1 luciferase reporter, luminescence. inhibition, % at 6.75 µM. 340,000 compounds, 0.99% hits. AID 504766;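 active = inhibition above the mean over all tested compounds plus 3 SD, cut at about 4.2% in these data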;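 also: 0% = DAX1-transfected cells with DMSO and 100% = empty-vector control cells with DMSO; inhibition shows as a rise in luminescence from relieved DAX1 repression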
Target sequence (P51843 207-470 limits assumed): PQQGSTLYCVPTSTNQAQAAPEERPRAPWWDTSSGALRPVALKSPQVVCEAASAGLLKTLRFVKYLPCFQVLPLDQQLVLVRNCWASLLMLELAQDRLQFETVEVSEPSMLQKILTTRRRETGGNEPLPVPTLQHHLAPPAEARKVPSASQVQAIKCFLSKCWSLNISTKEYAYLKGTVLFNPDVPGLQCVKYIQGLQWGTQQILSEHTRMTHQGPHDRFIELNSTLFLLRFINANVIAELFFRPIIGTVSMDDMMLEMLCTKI
* marks the source's active call; other numbers are inactive results.

`O=C1C(CCCNC(=S)NCc2ccccc2)NC(=S)N1Cc1ccccc1` (stereo not given) gave proKLK7 act 0.2, NPR1 activator 0, hgDAF-12 ag 4.7, SMARCA2 activ -1, ssDAF12 agonist -1.3, HGIII-sPLA2 inh -24, hcDAF-12 act -1.4, DAX1 inh-1 0.0, GAA850 FXN act 0.4, GC-B act -2 and DAX1 inh-2 0.6.
`CCn1nc(C)c(CNC(=O)C2CCC(=O)N(CCc3ccc(OC)cc3)C2)c1C` (stereo not given) gave proKLK7 act 0.4, NPR1 activator -2, hgDAF-12 ag 2.1, SMARCA2 activ -1, ssDAF12 agonist -1.4, HGIII-sPLA2 inh 13, hcDAF-12 act 1.3, DAX1 inh-1 0.9, GAA850 FXN act 1.5, GC-B act -1 and DAX1 inh-2 -0.2.
`Cc1ccccc1C(=O)NC1CCCN(Cc2ccccc2F)C1` (stereo not given) gave proKLK7 act -0.4, NPR1 activator -3, hgDAF-12 ag -0.3, SMARCA2 activ 0, ssDAF12 agonist -1.5, HGIII-sPLA2 inh 1, hcDAF-12 act -0.8, DAX1 inh-1 -0.2, GAA850 FXN act -1.5, GC-B act -4 and DAX1 inh-2 -0.9.
Screening COc1ccc(-c2noc(CCC(=O)Nc3cccc(C(=O)NC4CC4)c3)n2)cc1OC returned proKLK7 act 0.3, NPR1 activator -2, hgDAF-12 ag 0.5, SMARCA2 activ -2, ssDAF12 agonist -1.5, HGIII-sPLA2 inh 5, hcDAF-12 act 0.0, DAX1 inh-1 -0.8, GAA850 FXN act 0.7, GC-B act 8 and DAX1 inh-2 0.3.
Screening COc1cccc(NC(=O)COC(=O)c2sccc2C)c1 returned proKLK7 act 0.0, NPR1 activator 1, hgDAF-12 ag 13*, SMARCA2 activ 3, ssDAF12 agonist -0.2, HGIII-sPLA2 inh -2, hcDAF-12 act 6.4*, DAX1 inh-1 3.7*, GAA850 FXN act 3.6, GC-B act 4 and DAX1 inh-2 6.2*.
Screening CCN(CC(=O)NCc1cccs1)C(=O)CCCOc1ccccc1 returned proKLK7 act -0.2, NPR1 activator 0, hgDAF-12 ag -0.7, SMARCA2 activ 0, ssDAF12 agonist -1.0, HGIII-sPLA2 inh -1, hcDAF-12 act 0.5, DAX1 inh-1 -1.5, GAA850 FXN act 0.1, GC-B act -5 and DAX1 inh-2 0.6.
`CCOC(=O)c1nc(-c2ccccc2)sc1C(C)=O` gave proKLK7 act -0.1, NPR1 activator 0, hgDAF-12 ag -2.6, SMARCA2 activ -3, ssDAF12 agonist -1.2, HGIII-sPLA2 inh 7, hcDAF-12 act -2.1, DAX1 inh-1 0.3, GAA850 FXN act 1.9, GC-B act -1 and DAX1 inh-2 -0.9.
`COc1ccc(OCC(=O)NNC(=S)NC(=O)c2ccc([N+](=O)[O-])cc2)cc1` gave proKLK7 act 0.1, NPR1 activator 3, hgDAF-12 ag -0.2, SMARCA2 activ -3, ssDAF12 agonist -0.5, HGIII-sPLA2 inh -6, hcDAF-12 act 2.6, DAX1 inh-1 0.1, GAA850 FXN act 0.8, GC-B act 3 and DAX1 inh-2 0.5.
Screening COc1ccc(CCNC(=O)c2cc3c(=O)n4cccc(C)c4nc3n(CC3CCCO3)c2=N)cc1 (stereo not given) returned proKLK7 act 0.5, NPR1 activator 6, hgDAF-12 ag 1.7, SMARCA2 activ -3, ssDAF12 agonist -0.9, HGIII-sPLA2 inh 4, hcDAF-12 act 0.0, DAX1 inh-1 -0.6, GAA850 FXN act -0.5, GC-B act -1 and DAX1 inh-2 1.4.
`CCCn1c2ccccc2c2cnn(CC(=O)NC3CCCC(C)C3C)c(=O)c21` (stereo not given) gave proKLK7 act 0.0, NPR1 activator 1, hgDAF-12 ag 2.2, SMARCA2 activ 0, ssDAF12 agonist -1.2, HGIII-sPLA2 inh -1, hcDAF-12 act -2.6, DAX1 inh-1 0.0, GAA850 FXN act -0.2, GC-B act 3 and DAX1 inh-2 0.6.
Screening CSCC[C@H](NC(=O)NCCC1=CCCCC1)C(=O)O returned proKLK7 act -0.9, NPR1 activator 2, hgDAF-12 ag -0.6, SMARCA2 activ -1, ssDAF12 agonist -0.6, HGIII-sPLA2 inh 5, hcDAF-12 act -1.0, DAX1 inh-1 -0.3, GAA850 FXN act 1.2, GC-B act 0 and DAX1 inh-2 0.6.
`Cc1ccc(S(=O)(=O)N(CC(=O)Nc2ccccc2C(=O)O)c2ccccc2)cc1` gave proKLK7 act -0.2, NPR1 activator 1, hgDAF-12 ag -1.1, SMARCA2 activ -3, ssDAF12 agonist -0.8, HGIII-sPLA2 inh -13, hcDAF-12 act -0.6, DAX1 inh-1 0.3, GAA850 FXN act -0.1, GC-B act 6 and DAX1 inh-2 0.8.
Screening CC(NC(=O)C1CCCN(C(=O)c2ccc(Cl)cc2)C1)c1cccc(C(F)(F)F)c1 (stereo not given) returned proKLK7 act 0.9, NPR1 activator -4, hgDAF-12 ag -1.1, SMARCA2 activ -4, ssDAF12 agonist -1.1, HGIII-sPLA2 inh 4, hcDAF-12 act -2.2, DAX1 inh-1 -1.5, GAA850 FXN act 1.1, GC-B act 2 and DAX1 inh-2 -0.3.
Screening CCC(CC)C(C(=O)NCc1ccccc1)N1CCN(CCN2CCOCC2)CC1 (stereo not given) returned proKLK7 act -0.2, NPR1 activator -2, hgDAF-12 ag 1.4, SMARCA2 activ -4, ssDAF12 agonist -1.1, HGIII-sPLA2 inh 15, hcDAF-12 act -0.3, DAX1 inh-1 2.5 and GC-B act -3.
Screening CCOC(=O)C1=C(C)NC2=C(C(=O)OC2)C1c1ccccc1 (stereo not given) returned proKLK7 act 0.8, NPR1 activator -2, hgDAF-12 ag -1.4, SMARCA2 activ -2, ssDAF12 agonist -0.9, HGIII-sPLA2 inh -1, hcDAF-12 act 2.5, DAX1 inh-1 -0.6, GAA850 FXN act -1.1, GC-B act -3 and DAX1 inh-2 1.1.
`COCCn1c(SCC(=O)N2CCC(C)CC2)nc2c(c1=O)SCC2` gave proKLK7 act 0.8, NPR1 activator -3, hgDAF-12 ag -1.4, SMARCA2 activ -3, ssDAF12 agonist -1.2, HGIII-sPLA2 inh 3, hcDAF-12 act -1.4, DAX1 inh-1 -1.5, GAA850 FXN act 0.1, GC-B act -1 and DAX1 inh-2 1.2.
COc1ccc(-c2ccc3c(c2)[C@@H]2C[C@H]4[C@@H](C(=O)N2CC3)[C@H](C)ON4C)cc1 was read as proKLK7 act 0.6, NPR1 activator 1, hgDAF-12 ag -1.4, SMARCA2 activ 0, ssDAF12 agonist -1.2, HGIII-sPLA2 inh -2, hcDAF-12 act -1.7, DAX1 inh-1 -1.1, GAA850 FXN act -2.2, GC-B act 2 and DAX1 inh-2 -0.6.
Cc1cccc([N+](=O)[O-])c1NC(=O)COC(=O)c1nc2nccc(C)n2n1 was read as proKLK7 act 0.1, NPR1 activator 0, hgDAF-12 ag 4.2, SMARCA2 activ -1, ssDAF12 agonist -1.2, HGIII-sPLA2 inh 6, hcDAF-12 act 0.9, DAX1 inh-1 0.7, GAA850 FXN act -0.2, GC-B act 2 and DAX1 inh-2 0.4.
Screening CC(C)(C)c1ccc(/C=C/C(=O)N2CCCCC2)cc1 returned proKLK7 act 0.8, NPR1 activator -4, hgDAF-12 ag 11*, SMARCA2 activ 3, ssDAF12 agonist -0.4, HGIII-sPLA2 inh -3, hcDAF-12 act 3.1, DAX1 inh-1 3.7*, GAA850 FXN act 7.3, GC-B act -5 and DAX1 inh-2 4.1.
Cc1ccc(N2CC(C(=O)NC3=NCCS3)CC2=O)cc1 (stereo not given) was read as proKLK7 act -0.2, hgDAF-12 ag 2.3, SMARCA2 activ 3, ssDAF12 agonist -0.5, HGIII-sPLA2 inh 3, hcDAF-12 act -1.8, DAX1 inh-1 0.2, GAA850 FXN act -0.3 and DAX1 inh-2 -1.5.
Screening COc1ccc(C(C)=O)cc1CN1C(=O)C(Cc2ccccc2)ON=C1c1ncccc1C (stereo not given) returned proKLK7 act 0.5, NPR1 activator -2, hgDAF-12 ag -0.6, SMARCA2 activ -1, ssDAF12 agonist -0.9, HGIII-sPLA2 inh 12, hcDAF-12 act -0.5, DAX1 inh-1 0.2, GAA850 FXN act 0.2 and GC-B act -2.
Screening CCOC(=O)c1ccc(S(=O)(=O)NC2CCC(C)CC2)cc1 (stereo not given) returned proKLK7 act 0.2, NPR1 activator 0, hgDAF-12 ag -1.6, SMARCA2 activ -3, ssDAF12 agonist -1.3, HGIII-sPLA2 inh -6, hcDAF-12 act -1.4, DAX1 inh-1 -2.9, GAA850 FXN act 0.5, GC-B act 3 and DAX1 inh-2 -0.1.
CCOC(=O)C1=C(COC(=O)/C=C/c2ccccc2F)NC(=O)NC1C (stereo not given) was read as proKLK7 act 0.1, NPR1 activator 9, hgDAF-12 ag -2.5, SMARCA2 activ 2, ssDAF12 agonist -1.5, HGIII-sPLA2 inh 9, hcDAF-12 act -0.5, DAX1 inh-1 0.6, GAA850 FXN act 1.2, GC-B act 6 and DAX1 inh-2 0.9.
For CCCCNC(=O)c1cc(-c2ccc(OC)c(OC)c2)on1 the results were proKLK7 act -0.1, NPR1 activator -1, hgDAF-12 ag 5.7, SMARCA2 activ 1, ssDAF12 agonist -1.2, HGIII-sPLA2 inh -1, hcDAF-12 act 0.4, DAX1 inh-1 -0.3, GAA850 FXN act 3.2, GC-B act -5 and DAX1 inh-2 0.0.
`C[C@H](c1ccccc1)N1C[C@@H](COCc2ccccc2)Oc2cccc(F)c2S1(=O)=O` gave proKLK7 act 0.2, NPR1 activator 5, hgDAF-12 ag 1.3, SMARCA2 activ -6, ssDAF12 agonist -0.9, HGIII-sPLA2 inh -4, hcDAF-12 act -2.6, DAX1 inh-1 -2.8 and GC-B act 1.
`Cc1c(C(=O)N2CCCC2)sc(NC(=O)c2cccc(Cl)c2)c1C#N` gave proKLK7 act 0.2, NPR1 activator -3, hgDAF-12 ag 0.3, SMARCA2 activ 1, ssDAF12 agonist -0.4, HGIII-sPLA2 inh -2, hcDAF-12 act -0.3, DAX1 inh-1 -0.2, GAA850 FXN act 0.1, GC-B act -2 and DAX1 inh-2 0.9.
`C/C(=N/NC(=O)c1cc(-c2cccc([N+](=O)[O-])c2)n[nH]1)c1cccc(O)c1` gave proKLK7 act 0.1, NPR1 activator 5, hgDAF-12 ag 4.0, SMARCA2 activ -4, ssDAF12 agonist -0.3, HGIII-sPLA2 inh 0, hcDAF-12 act 0.9, DAX1 inh-1 0.3, GAA850 FXN act -0.9, GC-B act -3 and DAX1 inh-2 0.0.
`Nc1ccc2ccc(NS(=O)(=O)N3CCCCC3)cc2c1` gave proKLK7 act 0.5, NPR1 activator -2, hgDAF-12 ag -3.0, SMARCA2 activ 2, ssDAF12 agonist -0.7, HGIII-sPLA2 inh -20, hcDAF-12 act -2.5, DAX1 inh-1 -2.8 and GC-B act -6.
For NC(=O)NC(CC(=O)NCCCc1ccccc1)c1ccccc1Cl (stereo not given) the results were proKLK7 act 0.2, NPR1 activator 0, hgDAF-12 ag 0.8, SMARCA2 activ -2, ssDAF12 agonist -1.7, HGIII-sPLA2 inh -3, hcDAF-12 act -0.3, DAX1 inh-1 -0.9, GAA850 FXN act 0.7, GC-B act 2 and DAX1 inh-2 -0.4.
